Assay outcomes: PubChem, National Center for Advancing Translational Sciences (NCATS)
IL1B secr inh = qHTS for Inhibitors of Inflammasome Signaling: IL-1-beta AlphaLISA Primary Screen; THP-1 LPS/ATP IL-1B secretion, AlphaLISA, 16 h; hits give low values; activity change, % at 57.5 µM; 360,000 tested, 4.7% active; AID 743279, 2014; in the data active means activity change below about -50%; inconclusive means mostly about -30% to -49%; further: on the % scale 0 is the no-effect control and ±100 the full control effect
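Secreted IL-1B measured by AlphaLISA bead assay after 16 h compound exposure of THP-1 cells; compounds (final up to 57.5 uM) added 1 h before LPS (250 ng/mL) and ATP (1.25 mM) stimulation; lower signal means less secretion.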
KB-V1 cytotox = qHTS assay for MDR1-selective chemotherapeutics: Primary screen using the drug-selected MDR subline cells KB-V1. 400,000 tested, 3.4% active. KB-V1 MDR cells viability, CellTiter-Glo, 72 h. Potency, µM (titrated, usually from 46.1 µM), for the others: top-dose activity change, negative = cytotoxicity, actives largely listed as cytotoxic; further: potency means the concentration at half of the fitted maximal effect; on the % scale 0 is the no-effect control and ±100 the full control effect; nearly all actives have a fitted effect of over 60% in size
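Cytotoxicity via CellTiter-Glo luminescence after 72 h compound exposure at 37 degrees C. Cells: drug-selected KB-V1 line, DMEM phenol-red free plus 10% FBS. Compounds tested at multiple concentrations; normalized data fitted to concentration-effect curves.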
ATXN viability = Viability Counterscreen for Primary qHTS for Inhibitors of ATXN expression; S2 cells (HEK-293 line with an ATXN2-luciferase reporter) viability, CellTiter-Fluor protease fluorescence, 24 h; Potency, µM (top dose mostly 56.7 µM), hits mostly cytotoxic; 400,000 tested, 0.49% active; further: potency means the concentration at half of the fitted maximal effect; nearly all actives have a fitted effect of over 40% in size
ATXN2 expr inh = Primary qHTS for Inhibitors of ATXN expression | 360,000 tested, 0.72% active | HEK-293 ATXN2-luciferase reporter, luminescence, 24 h | Potency, µM (doses to about 57 µM), for the others: at the top dose activity change, negative = inhibition, most hits filed as inhibitors; further: potency means the concentration at half of the fitted maximal effect; on the % scale 0 is the no-effect control and ±100 the full control effect; nearly all actives have a fitted effect of over 55% in size
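qHTS (up to 57 uM final) was run with 24 h compound exposure of reporter cells at 37 °C. Each well was multiplexed: SteadyGlo luminescence measured ATXN2-luciferase expression after a fluorogenic Gly-Phe-AFC viability readout (25 uM final).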
SW480 rerep = A quantitative high throughput screen for small molecules that induce DNA re-replication in SW480 colon adenocarcinoma cells | SW480 DNA re-replication, Hoechst DNA content imaging, 48 h | Potency, µM (top dose mostly 46.1 µM), without a hit: at the highest dose re-replication activation, hits mostly activators | 340,000 tested, 1.8% active | AID 624297, 2012; further: potency means the concentration at half of the fitted maximal effect; % of control where 0% means no effect; nearly all actives have a fitted effect of over 55% in size
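Hoechst fluorescence of nuclei (405 nm excitation, 500-530 nm emission) measured by plate-scanning imager after 48 hr compound exposure at 37 C; re-replication scored as increased number of nuclei with elevated intensity.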
MCF10A rereplic = A quantitative high throughput screen for small molecules that induce DNA re-replication in MCF 10a normal breast cells; 350,000 tested, 2.9% active; Potency, µM (titrated, usually from 46.1 µM), for the others: top-dose activity, positive = re-replication, usual class: activators; MCF 10A DNA re-replication, Hoechst nuclear intensity, 48 h; further: potency means the concentration at half of the fitted maximal effect; % of control where 0% means no effect; nearly all actives have a fitted effect of over 50% in size
KB-3-1 tox = qHTS assay for MDR1-selective chemotherapeutics: Primary screen using the parental adenocarcinoma cell KB-3-1 | KB-3-1 viability, CellTiter-Glo ATP luminescence, 72 h | 400,000 tested, 1.4% active | Potency, µM (series often up to 46.1 µM), for inactives: top-dose activity change, negative = cytotoxic, actives largely listed as cytotoxic; further: potency means the concentration at half of the fitted maximal effect; on the % scale 0 is the no-effect control and ±100 the full control effect; nearly all actives have a fitted effect of over 60% in size
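Cells are dispensed, compounds pinned in, plates held at 37 °C for 72 h, then CellTiter-Glo is added and luminescence read after 10 minutes. Cell line: parental KB-3-1 in phenol-red-free DMEM, 10% FBS.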
HT1080-NT tox = qHTS for induction of synthetic lethality in tumor cells producing 2HG: qHTS for the HT-1080-NT fibrosarcoma cell line | HT-1080-NT fibrosarcoma viability, CellTiter-Glo ATP luminescence, 48 h | Potency, µM (highest dose often 46.1 µM), without a hit: at the highest dose activity, negative = less viability, hits mostly cytotoxic | 360,000 tested, 1.6% active;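 further: NT is the 2HG producing partner of a matched IDH1 knockdown line; potency means the concentration at half of the fitted maximal effect; 0% = DMSO-treated cells and -100% = media-only wells without cells; nearly all actives have a fitted effect of over 55% in size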
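Read-out is CellTiter-Glo luminescence after 10 minutes at room temperature, following 48 hours' compound treatment of HT-1080-NT cells (750 cells/well, RPMI, 5% FBS, 37 degrees C).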
HT1080 IDH1KD tx = qHTS for induction of synthetic lethality in tumor cells producing 2HG: qHTS for the HT-1080-IDH1KD cell line | Potency, µM (series often up to 46.1 µM), without a hit: at the top dose activity, negative = toxicity, hits mostly cytotoxic | HT-1080 IDH1 knockdown viability, ATP luminescence, 48 h | 360,000 tested, 2% active;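 further: potency means the concentration at half of the fitted maximal effect; 0% = DMSO wells and -100% = cell-free medium wells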
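In this qHTS, HT-1080 cells depleted of IDH1 are exposed for 48 h at 37 °C to compound titrations. Toxicity is scored from CellTiter-Glo luminescence, with DMSO as full viability and medium alone as none.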
* hit, by the source's call; i = inactive; ? = inconclusive; nt = no result given; [ ] = another dose, or the depositor's remark. Unless noted, the call rests on the fitted dose curve; in most records, active means well fitted curve in the direction sought with a large enough effect; inconclusive means small, poorly fitted or top-dose-only effect, or another doubt; inactive means no such curve, though single readings can be large; an effect the other way counts as inactive or inconclusive. Rows were taken by chance. Share with any hit: about 11%.

SMILES	IL1B secr inh	KB-V1 cytotox	ATXN viability	ATXN2 expr inh	SW480 rerep	MCF10A rereplic	KB-3-1 tox	HT1080-NT tox	HT1080 IDH1KD tx
S=C(NC1CCCCC1)N1CCc2[nH]c3ccccc3c2C1	-3	16%	i	-10%	-2%	10%	-5%	0%	12%
O=C(NN=C1CCCC1)c1cccc(O)c1	9	?	i	2%	?	-3%	7%	-3%	8%
CCS(=O)(=O)N1CCN(Cc2nc3ccccc3c(=O)[nH]2)CC1	0	1%	i	-5%	1%	-1%	-2%	0%	-2%
COc1ccc(-n2nc(C(=O)NCC(=O)NCCc3ccc(OC)c(OC)c3)c3ccccc3c2=O)cc1	0	-24%	?	5%	-1%	4%	6%	-1%	15%
COc1cc(OC)cc(-c2cc3nc(C)c(CCC(=O)O)c(C)n3n2)c1	29	10%	i	0.71µM*	0%	18µM*	2%	-10%	0%
CNC(=O)CN(Cc1ccccc1)S(=O)(=O)c1ccc(Cl)cc1	-16	1%	i	-3%	-10%	-1%	-1%	1%	-10%
COc1ccc(CCNC(=O)c2ccc3c(c2)CCN3S(=O)(=O)c2ccccc2)cc1OC	nt	-29%	?	0%	nt	nt	-1%	nt	nt
C#Cc1ccc([C@@H]2C=C(C(=O)NC3CC3)O[C@H](OCc3ccc(CO)cc3)C2)cc1	8	-19%	i	9%	-3%	2%	18%	16%	13%
COc1ccc(CNCc2ccc(C(=O)O)s2)cc1	nt	0%	i	-1%	nt	nt	8%	nt	nt
O=C(COC(=O)C1CCN(S(=O)(=O)c2cccs2)CC1)Nc1ccccc1Br	-4	0%	i	3%	-11%	-9%	-13%	8%	5%
COc1ccc(CC(=O)O/N=C(\N)Cc2cccc3ccccc23)cc1	18	5%	i	nt	20%	?	0%	0%	-3%
Cc1ccc(C(=O)NNC(=O)c2ccc(C)cc2)cc1	-26	6%	i	-7%	1%	13%	-4%	-5%	-27%
Nc1nc2ccccc2n1/N=C/c1cccnc1	28	10%	?	8%	-2%	3%	0%	4%	9%
CCn1cc(CN2CCC(n3nccc3NC(=O)CCCc3ccccc3)CC2)c(C)n1	40	5%	i	3%	-5%	-1%	1%	-2%	-1%
O=C(O)c1ccccc1C(=O)Nc1ccc(S(=O)(=O)N2CCCC2)cc1	-1	0%	i	6%	-3%	-22%	0%	15%	1%
CCCSCCCNC(=O)CC1Oc2ccccc2NC1=O (configuration not stated)	11	0%	i	4%	3%	?	21%	1%	6%
COc1ccc(-c2sc3cc(OC)c(OC)cc3c2C#CC2(O)CCCCC2)cc1	-11	20%	i	-18%	0%	?	?	?	?
COc1ccccc1CN(C)C(=O)c1ccc(S(=O)(=O)NCc2ccco2)cc1	14	-18%	?	-37%	2%	-2%	3%	2%	-16%
NC(=O)c1ccsc1NC(=O)c1nc(-c2ccccc2)n(-c2ccccc2)n1	-52*	?	i	72%[activator]	8%	?	?	-6%	-16%
O=C1C(=C(I)I)c2ccccc2-c2ccccc21	-101*	15µM*	nt	?	5.8µM*	?	?	?	5.2µM*
COC(=O)c1ccc(C(=O)OC)c(NC(=O)/C=C/C(=O)O)c1	3	12%	i	12%	-119%[inhibitor]	14%	-5%	-6%	9%
CCc1noc(C)c1C(=O)N1CCCC(C(=O)c2cc(F)ccc2F)C1 (configuration not stated)	83	-26%	i	nt	?	10%	-8%	-2%	5%
COc1ccc(NC(=O)C(CC(=O)O)Cc2ccc(Cl)cc2)cc1 (configuration not stated)	69	0%	i	nt	-1%	0%	1%	5%	2%
O=C(NNc1ncnc2c1cnn2-c1ccccc1)c1cccs1	-60*	?	i	nt	0%	3%	-1%	0%	-13%
COc1cc(/C=C/C(=O)O)cc(S(=O)(=O)Nc2ccccc2C(=O)NCCc2ccccc2)c1OC	51	0%	i	40%[activator]	-21%	6%	6%	8%	8%
Cn1c([N+](=O)[O-])cnc1N1CCN(c2nncs2)C1=O	6	1%	i	nt	-1%	1%	-3%	0%	1%
COc1ccc(-n2c(=O)c(CCC(=O)N3CCC(C)CC3)nc3ccccc32)cc1	-4	-2%	?	nt	17%	1%	-1%	-1%	0%
O=C(CN(CC1CCCO1)C(=O)CCC(=O)Nc1ccccn1)NCC1CCCO1 (configuration not stated)	3	1%	i	-8%	0%	1%	9%	1%	7%
CCOC(=O)c1c(C)c(C(=O)NC2CCCCC2)c(C)n1CC	-9	10%	i	12%	-6%	4%	1%	-4%	10%
CC(=O)Cn1nnc2sc3c(c2c1=O)CCC(C(C)(C)C)C3 (configuration not stated)	?	?	i	39%[activator]	-1%	24%	?	-26%	-16%
COc1ccc(N=Nc2nc3ccc(Br)cc3n2C)cc1	-16	?	i	125%[activator]	1%	2%	-5%	17%	11%
COc1ccccc1NC(=O)CCNS(=O)(=O)c1ccc2c(c1)CCCC(=O)N2	nt	-1%	i	-4%	nt	nt	6%	nt	nt
CC(NC(=O)c1cc2ccccc2oc1=O)c1ccccc1 (configuration not stated)	1	-3%	i	25%	-22%	0%	-4%	21%	9%
Cc1nc2cc(C(=O)N3CCN(C)CC3)ccc2n1C	9	?	i	2%	?	0%	0%	4%	12%
CCN(CC)CCN(C(=O)C1=COCCO1)c1nc2ccc(C)cc2s1	-16	17%	i	-5%	-10%	4%	-2%	-8%	-21%
CCc1cccc(C)c1NC(=S)NCc1cccn1C	-4	-6%	i	-3%	-7%	-5%	3%	10%	9%
O=C(NCc1ccccc1)c1cc(S(=O)(=O)N2CCCCC2)ccc1N1CCOCC1	-7	?	i	-3%	26%	1%	-5%	0%	2%
COc1ccccc1N1CCN(C(=O)CSc2nnnn2C2CC2)CC1	-2	?	i	8%	4%	1%	-2%	9%	18%
Cc1cc(-c2ccccc2)n(-c2ccc(C(=O)NC(C)C)cc2)n1	-18	-9%	i	8%	-1%	-3%	21%	6%	3%
CC(C)c1nnc(SCC(=O)NCCC2=CCCCC2)n1N	-5	?	i	2%	2%	-7%	1%	-1%	-4%

Among those listed so far, these have a halogen:
SMILES	IL1B secr inh	KB-V1 cytotox	ATXN viability	ATXN2 expr inh	SW480 rerep	MCF10A rereplic	KB-3-1 tox	HT1080-NT tox	HT1080 IDH1KD tx
CNC(=O)CN(Cc1ccccc1)S(=O)(=O)c1ccc(Cl)cc1	-16	1%	i	-3%	-10%	-1%	-1%	1%	-10%
O=C(COC(=O)C1CCN(S(=O)(=O)c2cccs2)CC1)Nc1ccccc1Br	-4	0%	i	3%	-11%	-9%	-13%	8%	5%
O=C1C(=C(I)I)c2ccccc2-c2ccccc21	-101*	15µM*	nt	?	5.8µM*	?	?	?	5.2µM*
CCc1noc(C)c1C(=O)N1CCCC(C(=O)c2cc(F)ccc2F)C1 (configuration not stated)	83	-26%	i	nt	?	10%	-8%	-2%	5%
COc1ccc(NC(=O)C(CC(=O)O)Cc2ccc(Cl)cc2)cc1 (configuration not stated)	69	0%	i	nt	-1%	0%	1%	5%	2%
COc1ccc(N=Nc2nc3ccc(Br)cc3n2C)cc1	-16	?	i	125%[activator]	1%	2%	-5%	17%	11%

The results go on:
SMILES	IL1B secr inh	KB-V1 cytotox	ATXN viability	ATXN2 expr inh	SW480 rerep	MCF10A rereplic	KB-3-1 tox	HT1080-NT tox	HT1080 IDH1KD tx
CCc1cccc(NS(=O)(=O)c2cc(-c3cnc(C)o3)ccc2OC)c1	nt	8%	?	-8%	nt	nt	-25%	nt	nt
O=C(NCCCN1CCc2ccccc2C1)C1CCN(S(=O)(=O)N2CCC3(CC2)OCCO3)CC1	2	-8%	i	nt	11%	1%	0%	4%	6%
N#Cc1ccc(C(=O)OCC(=O)Nc2cccc(S(=O)(=O)N3CCCCC3)c2)cc1	-9	45%	i	19%	14%	-1%	-3%	6%	0%
Cc1ccc(C(C)C)c(OCC(=O)Nc2ccc3c(c2)nc(CCN2CCCCC2)n3C)c1	-80*	?	nt	?	?	?	-29%	21µM*	16µM*
CC1CCCCN1C(=O)CSc1nc2ccccc2nc1Cc1ccc(Cl)cc1 (configuration not stated)	nt	0%	?	?	nt	nt	?	nt	nt
O=C(Nc1cc(F)ccc1F)C1CCCO1 (configuration not stated)	-3	23%	i	-6%	-4%	0%	?	11%	-6%
CCOC(=O)c1cccc(Nc2nc(-c3cccnc3)nc3ccccc23)c1	-108*	?	?	?	?	23µM*	?	21µM*	?
CC(=O)Nc1ccc(S(=O)(=O)NC2=C(N3CCN(C)CC3)C(=O)c3ccccc3C2=O)cc1	17	-23%	14µM*	nt	?	22%	-7%	-7%	0%
COc1cccc(NS(=O)(=O)c2ccc3c(c2)CCN3C(C)=O)c1	15	?	i	-8%	2%	-4%	?	-12%	-17%
O=C(NCc1ccco1)c1cc(-c2ccccc2)on1	4	-24%	i	9%	-2%	-5%	-7%	-1%	-10%

Shown as a hit in SW480 rerep, among the entries above:
smiles	IL1B secr inh	SW480 rerep
O=C1C(=C(I)I)c2ccccc2-c2ccccc21	-101*	5.8µM*
